aGlu spleen mod: inhibitors or activators of human alpha-glucosidase in spleen homogenate; human spleen homogenate, 4-MU-alpha-glucoside fluorescence; actives 0.006% (n = 240,000); Potency, µM (titrated, usually from 79.9 µM), for the others: top-dose activity change, negative = inhibition, most hits filed as inhibitors;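 note: 0% = enzyme with vehicle and -100% = no enzyme basal signal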
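Human spleen homogenate (1 ug) with 4-methylumbelliferyl-alpha-D-glucopyranoside (1 mM final) in 50 mM citrate/phosphate pH 5.0, 0.01% Tween-20; 40 min at 37 C. Stopped at pH 10; 4-MU fluorescence Ex 365/Em 440 nm; AC50 by Hill fit.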
GAA inh: blocks human lysosomal alpha-glucosidase. purified human GAA, 4-MU-alpha-glucoside fluorescence. Potency, µM (highest dose often 76.9 µM), without a hit: top-dose activity change, negative = inhibition, hits mostly inhibitors. actives 0.005% (n = 200,000). AID 1466;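 note: plate controls were uninhibited enzyme wells for no effect and no-enzyme background for full effect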
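Fluorescence at Ex 365/Em 440 nm from 4-methylumbelliferone reported enzyme activity after 20 min at room temperature. Reactions used 4 nM enzyme and 400 uM substrate at pH 5.0; curves fitted with the Hill equation.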
GAA glycogen: alters human alpha-glucosidase cleavage of glycogen | P10253 | recombinant GAA, glycogen substrate, Amplex Red glucose oxidase fluorescence | Potency, µM (highest dose often 76.4 µM), without a hit: at the top dose activity change, negative = inhibition, most hits filed as inhibitors | actives 0.38% (n = 300,000) | AID 2100;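 note: 0% = full enzyme reaction and -100% = no-enzyme basal signal; the screen sought inhibitors and activators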
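Recombinant human enzyme (4 nM); glycogen substrate; 37 C, 40 min, pH 5.0. Readout: coupled glucose oxidase/Amplex Red fluorescence.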
GoLoco inh red: RGS12 GoLoco-Gai1 interaction inhibition | Gai1:RGS12 GoLoco peptide FP, rhodamine, 10 min | Potency, µM (series often up to 61.6 µM), inactives show top-dose activity, negative = inhibition, hits mostly inhibitors | actives 0.44% (n = 230,000) | AID 880; active = well fitted inhibition curve with a large enough effect, not every such curve was filed as active; inactive = no such curve, though single readings can be large or run the other way; note: nearly all actives have a fitted effect of over 30% in size; many of its hits are not listed in these tables
TR SRC2 fluor cs: counter-screen for TRb-SRC2 inhibitors: fluorescence interference; TRb/SRC2 Texas Red total fluorescence interference; Potency, µM (titrated, usually from 106 µM), without a hit: at the highest dose fluorescence change, negative = quenching; actives 0.29% (n = 280,000); AID 1479; active = well fitted curve in either direction with a large enough effect; inconclusive = small, poorly fitted or top-dose-only effect
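Human TRb ligand-binding domain at 0.6 uM with 20 nM Texas Red SRC2 peptide in Tris buffer containing 1 uM T3 and 5% DMSO, incubated with compound 5 h at ambient temperature. Total fluorescence (555/632 nm) calculated as parallel + 2 × perpendicular.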
RECQ1 helicase: RECQ1 (human) helicase inhibition; P46063; RECQ1 DNA unwinding, red fluorescence kinetic read; Potency, µM (series often up to 57.3 µM), without a hit: at the highest dose activity, negative = inhibition, most hits filed as inhibitors; actives 0.54% (n = 240,000);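 note: plate controls were vehicle for no effect and no enzyme for full effect; nearly all actives have a fitted effect of over 30% in size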
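50 nM RECQ1T1 preincubated 15 min with compound in Tris pH 8.0 buffer with MgCl2, DTT, Tween-20 and 2.5 ug/ml poly(dI-dC); started with 200 nM TAMRA/BHQ-2 forked duplex and 2 mM ATP. Unwinding read as fluorescence (525/598 nm), two reads 2 h apart.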
L3MBTL1 inh: inhibitors of human L3MBTL1; actives 0.66% (n = 230,000); AID 485360; AlphaScreen L3MBTL1–H3K9me1 peptide binding; Q9Y468; Potency, µM (titrated, usually from 57.1 µM), for the others: at the top dose activity, negative = inhibition, hits mostly inhibitors; note: nearly all actives have a fitted effect of over 60% in size
Target sequence (Q9Y468 whole entry, looked up): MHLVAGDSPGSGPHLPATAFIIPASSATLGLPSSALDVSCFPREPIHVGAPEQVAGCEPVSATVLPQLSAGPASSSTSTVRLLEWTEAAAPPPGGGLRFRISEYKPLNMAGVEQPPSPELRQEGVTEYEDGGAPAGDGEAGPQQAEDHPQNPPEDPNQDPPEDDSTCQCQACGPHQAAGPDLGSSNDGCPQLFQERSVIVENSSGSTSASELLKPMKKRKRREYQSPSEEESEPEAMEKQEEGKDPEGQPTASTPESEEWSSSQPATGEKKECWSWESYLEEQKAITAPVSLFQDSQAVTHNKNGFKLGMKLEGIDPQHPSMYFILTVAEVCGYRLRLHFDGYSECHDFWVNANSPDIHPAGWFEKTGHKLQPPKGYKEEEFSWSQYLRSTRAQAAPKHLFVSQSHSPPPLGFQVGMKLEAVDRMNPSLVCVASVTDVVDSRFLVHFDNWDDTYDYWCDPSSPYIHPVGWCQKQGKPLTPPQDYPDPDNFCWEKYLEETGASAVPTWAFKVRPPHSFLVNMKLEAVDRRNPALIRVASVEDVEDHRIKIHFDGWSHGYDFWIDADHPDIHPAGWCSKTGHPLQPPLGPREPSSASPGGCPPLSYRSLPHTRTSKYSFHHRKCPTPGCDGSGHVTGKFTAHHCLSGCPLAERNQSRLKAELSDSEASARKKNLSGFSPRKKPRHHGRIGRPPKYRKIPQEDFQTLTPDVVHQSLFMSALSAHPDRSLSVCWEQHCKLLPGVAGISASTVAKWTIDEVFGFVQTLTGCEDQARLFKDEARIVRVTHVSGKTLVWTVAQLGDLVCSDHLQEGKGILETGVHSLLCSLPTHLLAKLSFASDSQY
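First, the protein-peptide complex forms for 30 min at room temperature (L3MBTL1 50 nM, biotinylated H3K9me1 peptide 75 nM). Next, compounds are pin-transferred and incubated 30 min. Finally, AlphaScreen beads are added and read after 30 min.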
TRb-SRC2 inh: disrupts binding of human TR beta to SRC2. P10828. TRbeta-SRC2 peptide binding, fluorescence polarization; receptor liganded with 1 µM T3. Potency, µM (titrated, usually from 106 µM), for the others: at the highest dose activity change, negative = inhibition, actives largely listed as inhibitors. actives 0.065% (n = 280,000);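 note: plate controls were bound peptide for no effect and peptide without receptor for full effect; nearly all actives have a fitted effect of over 50% in size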
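TRb LBD 0.6 uM + Texas Red SRC2 peptide 20 nM, 1 uM T3, Tris buffer w/ 5% DMSO; compound pinned, 5 h RT; FP read ex 555/em 632; normalized to unbound and bound controls.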
An asterisk follows results filed as active; i = inactive; ? = inconclusive; / = not tested or not shown; [ ] = remark or other dose. Unless noted, calls come from the whole dose curve; as a rule, active = well fitted curve in the direction sought with a large enough effect; inconclusive = small, poorly fitted or top-dose-only effect, or another doubt; inactive = no such curve, though single readings can be large; an effect the other way counts as inactive or inconclusive. Unless noted, % is set by controls: 0 for no effect and ±100 for the full control effect; potency is the fitted concentration of half-maximal effect. Only part of the results is shown, so the mix of outcomes need not match the whole.

cpd	SMILES	aGlu spleen mod	GAA inh	GAA glycogen	GoLoco inh red
1	Cc1cc(C)c2nc(N3CCCC3)c(C#N)cc2c1	2%	1%	-9%	1%
2	COC(=O)c1cc(OC)c(OC)cc1NC(=O)Nc1ccccc1OC	17%	?	-1%	2%
3	COc1ccc(C(CCNCc2ccccc2F)c2ccc(F)cc2)cc1 (stereo not drawn)	-2%	4%	7%	-17%
4	CS(=O)(=O)N1CCN(c2ccc(NC(=O)c3ccc(Br)o3)cc2)CC1	0%	-4%	6%	-7%
5	COc1ccccc1OCCN1C(=O)S/C(=C\c2ccco2)C1=O	5%	-7%	-5%	11%
6	Nn1cnn(Cc2ccccc2)c1=S	3%	-5%	-9%	-1%
7	Cc1ccc(SCC(=O)Nc2ccc3c(c2)OCCO3)cc1	-5%	1%	-4%	7%
8	CN(C)S(=O)(=O)c1cccc(NC(=O)CNCC2CCCCC2)c1	-3%	0%	-1%	-3%
9	COc1ccc(O)c(C(=O)c2cnc3c(c2)c(=O)[nH]c(=O)n3C)c1	-6%	-3%	-6%	2%
10	Cc1cc(=O)[nH]c2ccc(Cl)cc12	2%	-9%	6%	-1%

cpd	TR SRC2 fluor cs	RECQ1 helicase	L3MBTL1 inh	TRb-SRC2 inh
1	-8%	-10%	9%	-1%
2	0%	-2%	3%	-10%
3	-1%[53 µM]	-14%	-1%	3%[53 µM]
4	-7%	-1%	-5%	-9%
5	-1%	-3%	-14%	-7%
6	3%	-13%	1%	-15%
7	-2%	0%	2%	3%
8	-2%	-11%	0%	-7%
9	-3%	-10%	-2%	-5%
10	1%	i	/	-18%

Other records
cpd	SMILES	aGlu spleen mod	GAA inh	GAA glycogen	GoLoco inh red
11	Cc1ccc(O)c(C(=O)c2cnc3c(c2)COc2ccccc2-3)c1	0%	3%	-11%	-14%
12	COc1ccc(NC(=S)N(Cc2ccc(Cl)cc2)Cc2ccc(C(=O)O)cc2)cc1Cl	-15%	3%	?	-4%
13	O=C(COc1ccc2ccccc2c1)Nc1cccc(C(=O)Nc2ccccc2C(=O)O)c1	3%	-1%	10%	2%
14	Cc1cc(C(=O)N/N=C/c2cccc(OC(=O)c3ccco3)c2)n[nH]1	-1%	?	4%	17%
15	Cc1ccc(S(=O)(=O)N2CC3CCCN3c3ccc(C(F)(F)F)cc32)cc1 (stereo not drawn)	-14%	?	-4%	2%
16	CCOC(=O)c1c(C)[nH]c(N=Nc2cccc(C)c2)c1C	-2%	?	-11%	-28%
17	COc1ccc(-n2c(Cc3cccn3C)nnc2SCC(=O)Nc2ccc(C)cc2)cc1	-13%	2%	-7%	-1%
18	N#Cc1ccc(NC(=O)c2sc3cc(C(F)(F)F)cnc3c2-c2cccs2)cc1	1%	-3%	1%	-7%
19	Cn1c(COc2ccccc2)nnc1SCC(=O)NNC(=O)C1CCCCC1	8%	-10%	-12%	9%
20	O=C1NC2(CCCCC2)C(=O)N1/N=C/c1ccc(O)cc1O	-4%	-1%	-8%	33%[activator]

cpd	TR SRC2 fluor cs	RECQ1 helicase	L3MBTL1 inh	TRb-SRC2 inh
11	-7%	i	?	-2%
12	0%	17%	/	-4%
13	-5%	?	-9%	30%
14	0%	-4%	-6%	-4%
15	2%	-15%	3%	3%
16	1%	i	/	-18%
17	-1%	-5%	?	3%
18	1%	-3%	/	1%
19	-4%	-5%	16%	-4%
20	-1%	0%	/	6%

5 compounds picked at random from those above:
cpd	SMILES	aGlu spleen mod	GAA inh	GAA glycogen	GoLoco inh red
14	Cc1cc(C(=O)N/N=C/c2cccc(OC(=O)c3ccco3)c2)n[nH]1	-1%	?	4%	17%
19	Cn1c(COc2ccccc2)nnc1SCC(=O)NNC(=O)C1CCCCC1	8%	-10%	-12%	9%
15	Cc1ccc(S(=O)(=O)N2CC3CCCN3c3ccc(C(F)(F)F)cc32)cc1 (stereo not drawn)	-14%	?	-4%	2%
11	Cc1ccc(O)c(C(=O)c2cnc3c(c2)COc2ccccc2-3)c1	0%	3%	-11%	-14%
18	N#Cc1ccc(NC(=O)c2sc3cc(C(F)(F)F)cnc3c2-c2cccs2)cc1	1%	-3%	1%	-7%

cpd	TR SRC2 fluor cs	RECQ1 helicase	L3MBTL1 inh	TRb-SRC2 inh
14	0%	-4%	-6%	-4%
19	-4%	-5%	16%	-4%
15	2%	-15%	3%	3%
11	-7%	i	?	-2%
18	1%	-3%	/	1%

Carrying on.
cpd	SMILES	aGlu spleen mod	GAA inh	GAA glycogen	GoLoco inh red
21	O=C(/C=C/c1ccc(S(=O)(=O)N2CCOCC2)cc1)NCCCn1ccnc1	6%	5%	1%	-2%
22	Cc1cc(Nc2cc(C(=O)O)ccc2C)n2ncnc2n1	-2%	-3%	0%	4%
23	CN(C)CCN1C(=O)C(=O)/C(=C(/O)c2ccc(OCc3ccccc3)cc2)C1c1ccncc1 (stereo not drawn)	-8%	0%	-19%	-6%
24	COc1ccc(C(=O)NC(C)c2nc3ccccc3n2C)cc1OC (stereo not drawn)	-16%	-18%	12%	-6%
25	c1ccc(-c2nnc(SCC3CCCCO3)nc2-c2ccccc2)cc1 (stereo not drawn)	-8%	6%	-1%	4%
26	CCC(C)NC(=O)C1CCCN(C(=O)NC2CCCCC2)C1 (stereo not drawn)	-5%	?	-7%	-1%
27	Cc1cc(=O)n(C)c(=O)n1CCCCCCOc1cccc([N+](=O)[O-])c1	0%	1%	6%	4%
28	O=C1CN(c2nc(-c3ccccc3)c3cc(Cl)ccc3n2)c2ccccc2N1	-11%	1%	-4%	3%
29	Cn1c(=O)oc2cc(S(=O)(=O)NCc3ccccc3)ccc21	-4%	3%	1%	25%
30	O=C(O)CCCC(=O)Nc1nc(-c2ccc(F)cc2)cs1	-2%	4%	-11%	16%

cpd	TR SRC2 fluor cs	RECQ1 helicase	L3MBTL1 inh	TRb-SRC2 inh
21	0%	-5%	/	0%
22	-3%	-5%	/	-3%
23	2%	-6%	/	2%
24	-7%	-6%	1%	3%
25	-3%	-19%	-11%	0%
26	-3%	-8%	3%	-10%
27	-1%	3%	-13%	12%
28	5%	2%	-10%	6%
29	1%	-1%	/	-13%
30	-8%	-1%	-14%	-11%

Further compounds follow:
cpd	SMILES	aGlu spleen mod	GAA inh	GAA glycogen	GoLoco inh red
31	CCc1nnc(NC(=O)C(C)Sc2ccccc2)s1 (stereo not drawn)	-6%	-12%	-18%	-3%
32	OCCC1CN(Cc2ccc(Oc3ncccn3)cc2)CCN1C1CCCC1 (stereo not drawn)	-5%	/	10%	0%
33	COc1ccc(-c2ccc(N(C)C)cc2)cc1C1C2C=CCCC2(C)C(=O)N1Cc1ccccc1 (stereo not drawn)	-2%	/	/	/
34	CSc1nnc2c(n1)OC=Nc1ccc(Br)cc1-2	4%	/	4%	2%
35	CCOC(=O)c1csc(-c2snnc2C)n1	3%	6%	7%	12%
36	Cc1ccc(NC(=O)n2ccc(-c3ccc(-n4ccnc4)cc3)n2)cc1	-2%	-3%	2%	7%
37	COC(=O)c1cccc(NC(=O)Cn2nnc3ccccc32)c1	0%	-3%	-9%	4%
38	CSc1ncc2c(n1)-c1cc(C)ccc1SC2	-6%	-3%	8%	1%
39	Cc1ccc(S(=O)(=O)C(C#N)c2nc3ccccc3nc2N2CCC(C)CC2)cc1 (stereo not drawn)	-4%	-4%	4%	-51%
40	CC(=O)c1c(N2CCN(Cc3ccccc3)CC2)nc(=S)n(-c2ccccc2)c1C	2%	2%	-13%	30%

cpd	TR SRC2 fluor cs	RECQ1 helicase	L3MBTL1 inh	TRb-SRC2 inh
31	-1%	-6%	/	4%
32	-5%	i	-1%	-6%
33	-2%	-9%	/	1%
34	-5%	-1%	/	-3%
35	-3%	-2%	-5%	1%
36	-3%	-10%	-8%	-1%
37	-3%	-5%	7%	-2%
38	-3%	-16%	10%	3%
39	-4%	-9%	-18%	6%
40	0%	-1%	-19%	-4%

Two compounds from above, limited to GoLoco inh red and RECQ1 helicase.
nr | molecule | GoLoco inh red | RECQ1 helicase
16 | CCOC(=O)c1c(C)[nH]c(N=Nc2cccc(C)c2)c1C | -28% | i
5 | COc1ccccc1OCCN1C(=O)S/C(=C\c2ccco2)C1=O | 11% | -3%

Continuation:
cpd	SMILES	aGlu spleen mod	GAA inh	GAA glycogen	GoLoco inh red
41	COc1ccc(/C=C(\C#N)C(=O)OCC(=O)NC2CC2)cc1	-10%	9%	9%	3%
42	c1ccc(Cn2c(CN3CCCC3)nc3ccccc32)cc1	4%	1%	1%	14%
43	Cc1cc(-n2c(SCCC#N)nnc2-c2cccnc2)ccc1Cl	-11%	3%	-6%	9%
44	Cc1nn2c(C(F)(F)F)c3c(nc2c1-c1ccccc1)CCC3	1%	9%	14%	14%
45	O=C(NNS(=O)(=O)c1ccccc1[N+](=O)[O-])c1cccc(Cl)c1	-3%	4%	7%	-1%
46	CC(=O)N[C@H](Cc1c[nH]c2ccccc12)C(N)=O	18%	/	/	0%
47	C=CCn1c(SCc2cc(=O)n3ccsc3n2)nnc1C1CCCCC1	-7%	1%	3%	10%
48	CC1=C(C(=O)Nc2ccc(Cl)cc2)C2(CCCCC2)C(C(N)=O)C(=S)N1 (stereo not drawn)	-10%	-1%	-16%	8%

cpd	TR SRC2 fluor cs	RECQ1 helicase	L3MBTL1 inh	TRb-SRC2 inh
41	-2%	-12%	-9%	-2%
42	0%	-4%	-5%	1%
43	2%	10%	/	7%
44	-2%	i	-6%	-1%
45	-2%	-3%	9%	6%
46	-2%	-11%	/	-1%
47	-5%	?	?	-5%
48	8%	-3%	-8%	-9%

Source: PubChem BioAssay
